# Screening results: PubChem, National Center for Advancing Translational Sciences (NCATS)
# Pol eta inh = blocks human DNA polymerase eta activity. Q9Y253. recombinant Pol eta, fluorescent DNA replication assay. Potency, µM (titrated, usually from 114 µM), for inactives: at the highest dose activity change, negative = inhibition, actives largely listed as inhibitors. 390,000 tested, 1.2% active. AID 588591; also: potency is read from the fitted curve at half-maximal effect; % is scaled to controls: 0 for no effect and ±100 for the full control effect
#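 Fluorescent replication assay: 50 nM final substrate added after a 15 min room-temperature compound preincubation with 10 nM enzyme. Signal taken at 0 min and again at 10 min.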
# Apoferritin bind = binds horse apoferritin like a general anesthetic; 350,000 tested, 0.074% active; apoferritin/1-aminoanthracene competitive binding, fluorescence; AID 485281; P02791; Potency, µM (highest dose often 77.5 µM), inactives show at the top dose activity change, negative = displacement, usual class: inhibitors; also: potency is read from the fitted curve at half-maximal effect; % is scaled to controls: 0 for no effect and ±100 for the full control effect; nearly all actives have a fitted effect of over 20% in size
#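 Apoferritin-based anesthetic binding model; compound displacement of fluorescent 1-AMA measured as endpoint fluorescence after 10 minutes at room temperature, scaled to free-ligand and complex controls.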
# LDHA inh = inhibitors of human lactate dehydrogenase A | P00338 | purified LDHA, NADH/diaphorase-resazurin fluorescence; stronger effect = lower value | activity change, % (values are at about 110 or 230 µM) | 480,000 tested, 0.15% active | AID 1347041; in the data active = activity change below about -30%; inconclusive = mostly about -25% to -30%;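 also: plate controls were DMSO wells for no effect and wells without enzyme for full effect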
#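 Resorufin fluorescence (ex540/em590), read at 0 and 20 min after diaphorase/resazurin addition, reports the NADH left after a 5 min room-temperature reaction of 2 nM human LDH5 with 0.06 mM NADH and 0.2 mM pyruvate.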
# 12-LOX inh = ALOX12 (human) lipoxygenase inhibition; P18054; purified 12hLO, xylenol orange hydroperoxide absorbance; Potency, µM (doses to about 108 µM), without a hit: top-dose activity change, negative = inhibition, usual class: inhibitors; 580,000 tested, 1.1% active; also: potency is read from the fitted curve at half-maximal effect; % is scaled to controls: 0 for no effect and ±100 for the full control effect
# Target sequence (P18054 whole entry, looked up): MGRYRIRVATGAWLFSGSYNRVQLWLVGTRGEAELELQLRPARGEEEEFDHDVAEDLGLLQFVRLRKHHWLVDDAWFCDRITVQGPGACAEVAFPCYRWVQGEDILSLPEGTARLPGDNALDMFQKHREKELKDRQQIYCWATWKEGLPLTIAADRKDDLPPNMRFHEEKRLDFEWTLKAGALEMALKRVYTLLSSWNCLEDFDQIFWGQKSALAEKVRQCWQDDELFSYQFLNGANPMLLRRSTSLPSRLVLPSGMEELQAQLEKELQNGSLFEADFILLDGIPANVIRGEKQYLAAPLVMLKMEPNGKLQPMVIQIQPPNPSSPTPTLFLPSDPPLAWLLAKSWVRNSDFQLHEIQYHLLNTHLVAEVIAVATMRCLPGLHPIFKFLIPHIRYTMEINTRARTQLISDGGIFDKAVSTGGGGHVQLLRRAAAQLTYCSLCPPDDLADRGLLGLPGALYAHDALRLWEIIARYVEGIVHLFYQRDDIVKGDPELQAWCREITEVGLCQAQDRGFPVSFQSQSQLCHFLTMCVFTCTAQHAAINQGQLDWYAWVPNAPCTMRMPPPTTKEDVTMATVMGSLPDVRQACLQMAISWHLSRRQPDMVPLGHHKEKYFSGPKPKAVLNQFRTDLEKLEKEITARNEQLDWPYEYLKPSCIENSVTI
#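 Purified human 12hLO (150 nM final) in 25 mM Hepes, 0.01% Triton X-100, pH 7.0 was preincubated 15 min at room temperature with compound. Then 40 uM arachidonic acid was added, 30 min. Hydroperoxide was read by Fe-XO absorbance ratio 573/405 nm.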
# Pol beta inh = inhibitors of human DNA polymerase beta. P06746. Pol beta primer extension/strand displacement, fluorescence kinetic. Potency, µM (top dose mostly 114 µM), for inactives: at the highest dose activity change, negative = inhibition, most hits filed as inhibitors. 340,000 tested, 1.3% active; also: potency is read from the fitted curve at half-maximal effect; % is scaled to controls: 0 for no effect and ±100 for the full control effect
#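 Pol beta (10 nM) was preincubated with compound for 15 min at room temperature. The reaction was then started with 50 nM substrate and read immediately and after a further 10 min at room temperature.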
# Pol kappa inh = blocks human DNA polymerase kappa activity | purified Pol kappa, fluorescent DNA synthesis assay, 10 min | Potency, µM (top dose mostly 107 µM), without a hit: at the top dose activity, negative = inhibition, usual class: inhibitors | 400,000 tested, 0.53% active; also: potency is read from the fitted curve at half-maximal effect; % is scaled to controls: 0 for no effect and ±100 for the full control effect
#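 Here, compound and 10 nM enzyme are combined for 15 min at room temperature; adding 50 nM substrate (final) starts DNA synthesis, tracked by fluorescence at 0 and 10 min against buffer-only wells.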
# RGS4 inhibitor = human RGS4 inhibition; P49798; Transcreener GDP fluorescence polarization, RGS4-accelerated GTP hydrolysis; Potency, µM (titrated, usually from 114 µM), without a hit: top-dose activity change, negative = inhibition, usual class: inhibitors; 390,000 tested, 0.039% active; also: potency is read from the fitted curve at half-maximal effect; % is scaled to controls: 0 for no effect and ±100 for the full control effect; nearly all actives have a fitted effect of over 75% in size; some results filed as inactive show a strong effect at the top dose
#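 MLSMR compounds (23 nl, pin-transferred) preincubated 10 min at room temperature with a 500nM (2x) first reagent, then RGS4 at 900nM (2x) plus Transcreener GDP mix added; fluorescence polarization (620/688 nm) read before and after 90 min at 30 °C.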
# ERG Ets-DNA blk = ERG Ets/DNA interaction inhibition. P11308. fluorescence polarization, His-ERG Ets domain / labelled DNA. Potency, µM (top dose mostly 76.9 µM), without a hit: at the top dose FP activity, negative = inhibition, actives largely listed as inhibitors. 370,000 tested, 0.028% active. AID 624246; active = well fitted inhibition curve with a large enough effect in the polarisation, with a control signal flat; inconclusive = small, poorly fitted or top-dose-only effect, or effect the other way, or a change in a side signal; inactive = no such curve, though single readings can be large or run the other way; the % refers to the polarisation;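 also: polarization taken with two DNA probes labelled with fluorescein and Texas red; potency is read from the fitted curve at half-maximal effect; % of control where 0% means no effect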
#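 His-tagged ERG Ets domain (1 uM in the protein solution; 300mM KCl, 50mM Tris-HCl, 1mM EDTA, 1mM DTT, pH 7.5) received compound, then a probe mix of 5 nM fluorescein-DNA and 100nM Texas-615-DNA. Fluorescence polarization was read for both dyes.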
# APE1 inh = blocks human APE1 abasic DNA cleavage; P27695; recombinant APE1, TAMRA/BHQ-2 abasic DNA cleavage fluorescence; Potency, µM (doses to about 65.8 µM), inactives show at the top dose activity change, negative = inhibition, actives largely listed as inhibitors; 350,000 tested, 0.35% active;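 also: potency is read from the fitted curve at half-maximal effect; plate controls were vehicle for no effect and reference inhibitor for full effect; nearly all actives have a fitted effect of over 55% in size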
# Target sequence (P27695 whole entry, looked up): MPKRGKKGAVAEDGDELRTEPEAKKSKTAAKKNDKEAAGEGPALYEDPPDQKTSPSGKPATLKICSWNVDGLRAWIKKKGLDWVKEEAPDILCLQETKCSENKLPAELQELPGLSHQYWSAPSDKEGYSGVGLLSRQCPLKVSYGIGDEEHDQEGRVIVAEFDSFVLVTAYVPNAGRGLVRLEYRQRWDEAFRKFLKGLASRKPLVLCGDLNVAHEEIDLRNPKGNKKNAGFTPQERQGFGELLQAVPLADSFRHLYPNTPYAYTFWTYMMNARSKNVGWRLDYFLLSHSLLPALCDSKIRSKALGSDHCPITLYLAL
#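 Quantitative HTS: incision of a TAMRA/BHQ-2 double-stranded substrate bearing a tetrahydrofuran abasic site by 0.75 nM APE1 raises fluorescence. Substrate 50 nM final, added after 15 min compound preincubation at room temperature; progress as third-minus-first kinetic read difference.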
# * marks the source's active call; other numbers are inactive results; ? = inconclusive; . = not tested or not shown; & = joins results of further samples; [ ] = dose if it differs, or a comment. Unless noted, calls follow the shape of the dose curve; as a rule, active = well fitted curve in the direction sought with a large enough effect; inconclusive = small, poorly fitted or top-dose-only effect, or another doubt; inactive = no such curve, though single readings can be large; an effect the other way counts as inactive or inconclusive.
compound | Pol eta inh | Apoferritin bind | LDHA inh | 12-LOX inh | Pol beta inh | Pol kappa inh | RGS4 inhibitor | ERG Ets-DNA blk | APE1 inh
OCCN1CCN(CCSc2ccccc2)CC1 | -3% | -5% | -4 | ? | -19% | -9% | 11% | -14% | ?
Cc1ccc(S(=O)(=O)NCCSc2nnnn2-c2ccc(C(N)=O)cc2)cc1 | -6% | -4% | 0 | -6% | ? | 1% | 11% | -4% | -1%
COc1ccc(CCNC(=S)Nc2ccccc2C)cc1 | -16% | -12% | -6 | -12% | 2% | -2% | 29% | -2% | 5%
Cc1cc(NC(=O)c2ccc(N3C(=O)CCC3=O)cc2)no1 | -18% | -6% | -2 | 9% | 37% | -7% | 2% | 2% | 0%
OC(COc1ccc(CNCc2cccnc2)cc1)CN1CCc2ccccc2C1 (centres undefined) | -1% | -15% | 1 | -2% | -25% | -7% | -7% | 25% | 1%
CN(C)NC(=O)C12CCC(C)(C(=O)O1)C2(C)C (centres undefined) | 1% | -5% | -15 | -3% | 7% | -4% | 14% | 6% | 1%
CCOC(=O)c1[nH]c2ccccc2c1NC(=O)c1nonc1C | -19% | -1% | -9 | -2% | 8% | 0% | -23% | -8% | -4%
O=C(COc1ccccc1)NC(=S)Nc1ccc(Br)cn1 | 0% | -9% | -7 | 39%[activator] | 39%[activator] | -17% | 2% | 6% | -2%
CC(C)(CSc1nncn1/N=C/c1ccco1)NS(=O)(=O)c1ccc(Cl)cc1 | -6% | -14% | 0 | -12% | -3% | 5% | 14% | 5% | -6%
COCCSc1ccccc1C(=O)Nc1ccc(Cl)cn1 | -11% | -14% | -5 | -13% | 2% | 5% | -19% | -4% | -1%
COc1ccc(NC(=O)Cc2coc3cc(C)ccc23)cc1S(=O)(=O)N1CCOCC1 | -2% | -6% | 4 | -11% | -6% | -9% | 7% | . | -2%
COc1ccc(N2CCN(C(=O)CCS(=O)(=O)c3cc4c(cc3Cl)NC(=O)CO4)CC2)cc1 | 1% | -13% | -7 | -6% | -6% | 2% | 16% | -11% | .
COc1ncccc1C(=O)NC1CCCc2c1cnn2-c1ccc(C)c(C)c1 (centres undefined) | -7% | -20% | 0 | 5% | 4% | -2% | -1% | 1% | -1%
CCOC(=O)N1CCN(CC(=O)Nc2cc(C)nn2-c2nc3ccccc3s2)CC1 | 2% | 11% | 3 | 21% | 3% | -4% | 25% | . | -3%
Cc1ccc(Oc2ncccc2NC(=O)CC(CC(=O)O)c2ccccc2)c2c1CCC2 (centres undefined) | -4% | -6% | -2 | 103%[activator] | -1% | 2% | -16% | 11% | 6%
Nc1ccc2c(c1)C(=O)N(CCCCCC(=O)O)C2 | 7% | -3% | -4 | -24% | -4% | -5% | -5% | 6% | -1%
C/C(Cl)=C/Cn1c(SCc2ccc(Cl)cc2)nc2c1c(=O)[nH]c(=O)n2C | -2% | 4% | -3 | -12% | 20% | -11% | -36% | 3% | 4%
Cc1cc(=O)oc2cc(NC(=O)CCCC(=O)O)ccc12 | -6% | -2% | -3 | 1% | 3% | -1% | 14% | 13% | 4%
CS(=O)(=O)N1CCN(c2ccccc2NC(=S)NC(=O)c2cccs2)CC1 | -18% | ? | -2 | 35µM* | 1% | -7% | -24% | -2% | -6%
COc1cccc(CCNC(=O)C2CCC(=O)N(Cc3cccc(OC)c3)C2)c1 (centres undefined) | -12% | -2% | -4 | -12% | -21% | 4% | -9% | 1% | 8%
Cc1cc2oc(=O)cc(CN3CCN(S(=O)(=O)c4ccc5c(c4)OCCO5)CC3)c2cc1C | 4% | -8% | 1&-13 | ? | 10% | -4% | -1% | -3% | 1%
Cc1ccccc1-n1c(SCC(=O)NCc2cccs2)nnc1-c1ccncc1 | -13% | -13% | 3 | 58%[activator][57.4 µM] | -11% | 9% | -8% | 8% | 2%
Cc1noc(C)c1-c1cc(N(C)C)ncn1 | . | 2% | . | -16% | . | -5%[60.1 µM] | . | . | -1%
Cc1ccccc1-c1nnn(CC(=O)NC(=O)NC2CCCC2)n1 | -16% | . | 2 | -7% | . | -6% | 8% | -4% | 36%
CCOc1ccc(S(=O)(=O)NC(C)C(=O)NCc2ccncc2)cc1 (centres undefined) | 5% | -4% | -11 | 0% | ? | 3% | 14% | 2% | 52%[activator]

# Fetched by structure from above (4):
compound | Pol eta inh | Apoferritin bind | LDHA inh | 12-LOX inh | Pol beta inh | Pol kappa inh | RGS4 inhibitor | ERG Ets-DNA blk | APE1 inh
Nc1ccc2c(c1)C(=O)N(CCCCCC(=O)O)C2 | 7% | -3% | -4 | -24% | -4% | -5% | -5% | 6% | -1%
CC(C)(CSc1nncn1/N=C/c1ccco1)NS(=O)(=O)c1ccc(Cl)cc1 | -6% | -14% | 0 | -12% | -3% | 5% | 14% | 5% | -6%
CCOC(=O)c1[nH]c2ccccc2c1NC(=O)c1nonc1C | -19% | -1% | -9 | -2% | 8% | 0% | -23% | -8% | -4%
O=C(COc1ccccc1)NC(=S)Nc1ccc(Br)cn1 | 0% | -9% | -7 | 39%[activator] | 39%[activator] | -17% | 2% | 6% | -2%

# Some values from above:
# Under Pol kappa inh, `C/C(Cl)=C/Cn1c(SCc2ccc(Cl)cc2)nc2c1c(=O)[nH]c(=O)n2C` is entered as -11%
# Under ERG Ets-DNA blk, `Nc1ccc2c(c1)C(=O)N(CCCCCC(=O)O)C2` is entered as 6%
# Under RGS4 inhibitor, `COc1cccc(CCNC(=O)C2CCC(=O)N(Cc3cccc(OC)c3)C2)c1` (centres undefined) is entered as -9%

# Further results.
compound | Pol eta inh | Apoferritin bind | LDHA inh | 12-LOX inh | Pol beta inh | Pol kappa inh | RGS4 inhibitor | ERG Ets-DNA blk | APE1 inh
Cc1c(C(=O)N(C)C)sc(NC(=O)c2cc([N+](=O)[O-])cc([N+](=O)[O-])c2)c1C#N | 10% | -23% | 1 | ? | 19% | -6% | -24% | -6% | -1%
CCn1c2c(c(=O)n3ncc(C(=O)Nc4cc(Cl)ccc4C)c13)CN(Cc1ccc(OC)cc1)CC2 | -4% | -21% | 0 | -28% | 0% | -8%[60.1 µM] | -29% | 2% | .
Cc1cccc(N/C=C/C(=O)c2ccc(Cl)cc2)c1 | -10% | 9% | -1 | -10% | 7% | 6% | -12% | -1% | 1%
COC(=O)CCCNC(=O)CCc1nnc(-c2ccc(-c3ccccc3)cc2)o1 | -10% | . | -2 | -3% | . | -4% | -1% | 6% | .
Cc1ccccc1/C=C\c1nc(O)c([N+](=O)[O-])c(=O)[nH]1 | -19% | -6% | -4 | -61% | 3% | -9% | -2% | -7% | -2%
CC(=O)Nc1ccccc1-c1ccc(C)o1 | -7% | -2% | -3 | 4% | 59% | -5% | -18% | -9% | ?
OC(CNCc1ccc(F)cc1)(c1ccccc1)c1ccc(F)cc1 (centres undefined) | -12% | -17% | -6 | 0% | -12% | -6% | -9% | -6% | -7%
Cc1nc(N2CCCCC2)sc1C(=O)c1cccc([N+](=O)[O-])c1 | -11% | ? | -4 | -10% | -35% | -9% | 12% | 1% | -1%
Cc1ccc(CNC(=O)Cn2cnc(C(=O)Nc3ccc(C)c(C)c3)n2)o1 | ? | . | -16 | ? | . | -25% | -35% | -4% | -10%
CC(=O)N1C(C)c2ccccc2C(C)(C)CC12CCCCC2 (centres undefined) | ? | 1% | 2 | 9% | -8% | -3% | 9% | 0% | 6%
CCOc1ccccc1NC(=O)C(=O)/C=C(\O)c1cc(OC)ccc1OC | 5% | -14% | 3 | -7% | -2% | -5% | -35%[56.9 µM] | 9% | 2%
O=C(NCC1CCCO1)c1ccc(-c2ccccc2Cl)o1 (centres undefined) | -3% | . | -6 | ? | . | -2% | 8% | -2% | -16%
N#CCC(=N)N1CCN(c2ccc(F)cc2)CC1 | -17% | -4% | 2 | -17% | -5% | 5% | -20% | -8% | -4%
Cc1ccc(/C=N/n2c(C)nc3ccccc3c2=O)o1 | 7% | -7% | -1 | -1% | 25% | 3% | 12% | 4% | 15%
CN(C(=O)COC(=O)c1ccc(F)c(S(=O)(=O)N2CCOCC2)c1)C1CCS(=O)(=O)C1 (centres undefined) | -9% | . | -3 | . | . | -5% | -6% | ? | 57%[activator]
COc1ccc(Nc2cc(C)c3c(O)cccc3n2)cc1 | ? | ? | 3&0 | ? | 5% | -11% | 5%[11.4 µM] | -13% | 18%
CCOC(=O)NC(=S)Nc1cccc(NC(=S)NC(=O)OCC)c1 | -8% | -4% | -5 | 8% | -14% | -13% | 5% | 1% | -4%
CC(C)c1ccc(NC(=O)CCNC(=O)N2CC(=O)Nc3ccccc32)cc1 | -7% | -1% | 0 | 0% | 3% | 8% | -9% | 5% | 70%[activator]
CC(C)CN(CC(C)C)C(=O)CN1C(=O)NC2(CCCc3ccccc32)C1=O (centres undefined) | -18% | 4% | -1 | 6% | -6% | 2% | -2% | 3% | 19%
Fc1ccccc1/C=N/Nc1nc(N2CCCCC2)nc(N2CCCCC2)n1 | -13% | -10% | -1 | 0% | 4% | 7% | 3% | -10% | 0%
COC(=O)c1sc(N2C(=O)c3oc4ccc(C)cc4c(=O)c3C2c2ccc(OC)cc2)nc1C (centres undefined) | -4% | -2% | -3 | -15% | 20% | 8% | -7% | -20% | .
N#C/C(=N\Nc1cccc(Cl)c1)C(=O)c1ccccc1 | 8% | ? | 2 | ? | -2% | -26% | 0% | 1% | -5%

# A portion of the library (hit frequency here may not be typical).
